# Screening results (PubChem BioAssay)
# Furin inh: human furin inhibitors, primary screen, biochemical, fluorescence intensity | 0.061% of 220,000 active | inhibition, % at 30 µM | purified furin, fluorogenic substrate cleavage | P09958; in the data active = inhibition above about 25%; also: inactives centre near -15
# Cl transport mod: KCC2 cotransporter modulators, thallium flux, primary screen, cell-based, HEK293 KCC2, FluoZin-2 fluorescence, MLSMR; Solute carrier family 12 member 5 (Homo sapiens), Q9H2X9; KCC2 cells, thallium flux FluoZin-2 fluorescence; B-score of Tl+ flux slope (higher = more flux/activation; lower = inhibition) at 10 µM; 2.2% of 190,000 active;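 active = thallium flux slope and its plate-corrected score both differing from the plate sample mean at a set confidence after two filtering rounds, in either direction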;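 also: slope of fluorescence scaled to starting intensity during 10 to 20 s after thallium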
# TRPN1 ag: zebrafish TRPN1 channel agonists, primary screen, cell-based, HEK293, calcium fluorescence. transient receptor potential cation channel N1 (TRPN1/NompC), Danio rerio. HEK293 zebrafish TRPN1-YFP, Fluo-8 calcium fluorescence; 100% = response to 87 µM carbachol. activation, % at 3 µM. 0.18% of 220,000 active;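 active = activation above its plate's cutoff, the mean activation of test wells on that plate plus 3 SD, cut at about 19% in these data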;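 also: 0% = DMSO alone and 100% = 87 µM carbachol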
#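 Control set: carbachol 87 µM as high control, DMSO as low control; system: HEK293 stable line with zebrafish TRPN1-YFP; read-out: % activation versus carbachol response; detection: intracellular calcium fluorescence with Fluo-8; doses: single test compound dose, 3 µM nominal, 0.3% DMSO; schedule: dye 1 h 37 °C plus 30 min RT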
# TbHK1 inh: Trypanosoma brucei hexokinase 1 inhibitors, primary screen, biochemical, G6PDH-coupled NADH absorbance, MLSCN library; recombinant TbHK1, G6PDH-coupled NADH A340; inhibition, % at 10 µM; 0.11% of 220,000 active;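 active = inhibition of 50% or more in the single-dose primary screen; inactive = inhibition below 50%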
# thrombin 1536: human alpha-thrombin inhibitors, primary screen, counter-screen for coagulation protease inhibitor project, biochemical, 1536-well, fluorogenic AMC substrate; Prothrombin (Homo sapiens), P00734; Boc-VPR-AMC fluorogenic substrate cleavage; inhibition, % at 5 µM; 0.26% of 220,000 active; AID 1046, 2008;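 active = inhibition at or above 40%; inactive = inhibition below 40%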;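 also: 0% = enzyme with no compound and 100% = wells without enzyme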
#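 Material: Human alpha-thrombin protein | Buffer or medium: pH 7.5 Tris-saline with Tween 20 | Reagent: Boc-VPR-AMC substrate, 15 µM final | Schedule: Reaction at ambient temperature | Detection: AMC fluorescence at 355 nm excitation and 460 nm emission | Evaluation: Percent inhibition scaled between no-compound controls and no-enzyme blanks | Controls: no-compound enzyme wells and no-enzyme blanks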
# PPC-1+TRAIL kill: compounds killing PPC-1 cancer cells with TRAIL present, primary screen, TRAIL potentiator project, ATPLite luminescence, uHTS | PPC-1 cells + TRAIL, ATPLite viability luminescence | cell killing (% activity), % at 4 µM | 0.41% of 220,000 active | AID 1443, 2008;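 active = cell killing above 50% in the first pass at 4 µM, then a duplicate retest at 5 µM averaging 50% or more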;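 also: plate controls were cells with TRAIL plus DMSO for no effect and medium-only wells lacking cells for full effect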
# EBV gp42 block: Epstein-Barr virus gp42 inhibitors, primary screen, biochemical, uHTS, fluorescence polarization | Fluorescence polarization binding assay, mP read-out | AID 1085, 2008 | 0.42% of 220,000 active | inhibition, % (tested at 21.74 µM); in the data active = inhibition above about 50%
# Target sequence (Q1HVG2 whole entry, looked up): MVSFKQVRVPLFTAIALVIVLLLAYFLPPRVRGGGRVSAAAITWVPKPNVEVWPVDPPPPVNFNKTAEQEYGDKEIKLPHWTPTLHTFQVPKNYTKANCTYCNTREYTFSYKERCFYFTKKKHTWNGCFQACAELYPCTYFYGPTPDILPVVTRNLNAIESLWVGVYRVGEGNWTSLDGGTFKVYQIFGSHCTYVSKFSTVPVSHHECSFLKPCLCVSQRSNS
# TRPML3 agonist: human TRPML3 channel agonists, primary screen, cell-based, HEK293 TRPML3-YFP, Fluo-8 calcium fluorescence, 3 µM; 0.29% of 220,000 active; activation, % at 3 µM; AID 1448, 2008; Mucolipin-3 (Homo sapiens), Q8TDD5; 100% = the carbachol control signal;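 active = activation above its plate's cutoff, the mean activation of the plate's test wells plus 3 SD, cut at about 12% in these data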;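 also: 0% = DMSO only wells and 100% = carbachol wells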
# Target sequence (Q8TDD5 whole entry, looked up): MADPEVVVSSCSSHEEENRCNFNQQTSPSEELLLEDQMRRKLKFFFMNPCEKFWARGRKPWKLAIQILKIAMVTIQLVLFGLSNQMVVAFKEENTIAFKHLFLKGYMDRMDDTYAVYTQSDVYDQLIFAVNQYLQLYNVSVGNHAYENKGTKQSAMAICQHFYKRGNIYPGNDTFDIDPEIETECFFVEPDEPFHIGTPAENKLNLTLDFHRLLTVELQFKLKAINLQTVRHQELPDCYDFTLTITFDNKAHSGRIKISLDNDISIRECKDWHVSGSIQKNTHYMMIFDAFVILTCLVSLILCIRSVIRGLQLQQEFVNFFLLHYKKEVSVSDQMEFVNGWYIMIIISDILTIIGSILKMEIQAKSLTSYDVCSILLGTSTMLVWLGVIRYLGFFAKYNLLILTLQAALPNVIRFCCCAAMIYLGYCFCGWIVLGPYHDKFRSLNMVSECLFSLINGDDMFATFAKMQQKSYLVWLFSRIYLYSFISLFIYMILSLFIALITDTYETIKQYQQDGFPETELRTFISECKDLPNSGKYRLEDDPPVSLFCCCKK
#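 Material: TRPML3-YFP stable HEK293 cells | Dosing: One concentration, 3 µM nominal, 0.3% DMSO | Timing: 125 s total fluorescence read per well | Technique: Fluo-8 calcium dye fluorescence, ex 470-495, em 515-575 nm | Measure: Percent activation from peak-to-basal fluorescence ratio, scaled between DMSO and carbachol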
# Calpain2 inh: inhibitors of pig calpain II, primary screen, biochemical, fluorogenic peptide substrate, 1536-well. purified calpain II, 30 min. inhibition, % at 16 µM. 0.37% of 220,000 active;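 active = inhibition above about 50%, limit read from the data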
# Active calls of the source: *; . = no result given; & = joins results of further samples; [ ] = another dose, or the depositor's remark. Outcome played no part in choosing rows, and some 3.6% of all compounds hit somewhere here.
SMILES,Furin inh,Cl transport mod,TRPN1 ag,TbHK1 inh,thrombin 1536,PPC-1+TRAIL kill,EBV gp42 block,TRPML3 agonist,Calpain2 inh
CCN(CC)C(=O)CSC(=Nc1ccccc1F)NC#N,-25,0.17,0.0,-1,-5,-5,-11,-0.1,-6
COc1ccc(NC(C)c2ccccc2)cc1 (centres undefined),-13,0.12,-0.9,3,-6,.,-6,-0.2,12
COc1ccc(CN2CCN(Cc3ccccc3)C(CCO)C2)cc1OC (centres undefined),-12,0.51,1.1,4,-12,-11,-5,-0.2,-9
Brc1ccc2[nH]c3nc(SCCN4CCOCC4)nnc3c2c1,-9[20 µM],-0.13&0.91,0.6&0.1,-8&-1,-1,10,-11,1.0&0.2,25
Cc1ccc([N+](=O)[O-])cc1S(=O)(=O)Nc1ccc(C(=O)N(C)C)cc1,-9,1.8,0.9,3,-9,29,-8,0.7,21
CC1=C(C(N)=O)C(c2cccs2)NC(=O)N1 (centres undefined),-27,0.037,1.6,-4,-1,16,-2,1.0,-25
S=C(NCCCN1CCOCC1)NC1CCCC1,-8,0.5,1.1,9,-3,-10,-4,0.1,7
COc1ccccc1/C=N/N1C(=O)C(CC(=O)Nc2ccc([N+](=O)[O-])cc2OC)SC1=Nc1cccc(C)c1C (centres undefined),-10,0.23,1.4,-27,-5,32,-22,0.9,-83
CN(C)c1ccc(P(=O)(OC2CCCCC2)C(Nc2ccccc2)c2cccnc2)cc1 (centres undefined),-9,-1.5,1.1,-9,0,2,-31,-0.3,-23
CCOC(=O)N1CCC(NC(=O)CCC(=O)N2CC(C)Oc3ccc(Cl)cc32)CC1 (centres undefined),-17[20 µM],.,-0.2,-3,-1,26,-10,-0.2,5
COc1ccc(N2CCN(C(c3cc(OC)ccc3OC)c3nnnn3CC3CCCO3)CC2)cc1 (centres undefined),-6[20 µM],0.52,-0.7,0,-4,2,6,0.2,-15
CN(Cc1cccs1)C(=O)Cn1cnc2ccccc2c1=O,-15,-0.078,0.4,-2,-9,2,8,-0.8,-6
CCC(=O)Nc1ccc(Nc2nc(Cl)nc(Nc3ccc(NC(=O)CC)cc3)n2)cc1,-23,-0.33,1.8,-8,-11,-15,-15,0.4,-31
c1ccc(Cn2ncc3c(N4CCOCC4)ncnc32)cc1,-19[20 µM],-1.4,0.1,-1,-5,25,-7,-0.1,12
Cc1cc(Cl)ccc1NC(=O)C1CCCN1C(=O)c1cccs1 (centres undefined),-1,-0.069,1.6,5,-1,7,-15,0.0,18
CS(=O)(=O)N(CC(=O)N1CCCCC1)c1ccc(Cl)c(C(F)(F)F)c1,-8[20 µM],-0.82,-1.2,2,-2,22,-4,0.6,31
O=C1CCCC(O)=C1C=NCCc1ccccc1,-21,0.24,1.5,0,3,10,-9,0.3,-7
CCN(CC)S(=O)(=O)c1cccc(-c2nnc(SCC(=O)N3CCC(C(=O)O)CC3)n2N)c1,-20,0.55,0.3,-3,-10,9,-12,1.2,-15
Cc1cccc(-c2cc3nc4c(c(N5CCCC(O)C5)n3n2)CCC4)c1 (centres undefined),-1,.,-1.4,-20,5,13,-14,-0.9,-46
Cc1cc(CNC(=O)c2cccnc2Cl)c2ccccc2n1,-23,0.34,0.1,1,-10,13,-3,0.5,-2
COc1cc(/C=C2\SC(=Nc3cccnc3)NC2=O)cc(OC)c1OC,-21,-1.9,4.3,-46,1,5,-35,2.5,1
CC(C)c1nc(-c2ccccn2)no1,-19,.,1.7,7,2,22,-5,1.4,-9
O=C1/C(=C/c2c[nH]c3ccccc23)CCC/C1=C\c1c[nH]c2ccccc12,-17,-0.5,1.5,-3,-1,8,-27,0.8,-49
COc1ccc(CNC(=O)OCCN2CCN(Cc3ccccc3)CCC2=O)cc1,-13,0.7,-0.6,-2,2,5,-8,0.1,-7
Nn1cnc2scc(-c3cccs3)c2c1=O,-8,0.89,-1.3,-2,-14,7,-7,0.2,-3
Cc1cc(C)nc(N2CCCC(C(=O)NCCc3cccc(F)c3)C2)n1 (centres undefined),-29,.,-0.3,-1,-13,9,-21,-0.6,-18
c1cncc(-c2noc(-c3cccc4ccccc34)n2)c1,-23[20 µM],-0.013,0.7,-3,6,21,0,1.0,-19
COc1ccc(C2OC(=O)C(C)(C)C(=O)C2(C)C)cc1OC (centres undefined),-21,-0.0057,1.6,0,2,6,-8,0.9,-16
CC(NC(=O)c1ccccc1Br)c1ccc2c(c1)CCCC2 (centres undefined),-13[20 µM],-2.7,-2.1,-1,0,10,-4,0.2,-2
CCOc1cc(S(=O)(=O)N(CC)CC)ccc1Cl,-13,-0.59,-1.4,-2,6,12,-21,5.7,16
Nc1nc2ccccc2n1C(=O)c1ccc(F)cc1,-23,-0.13,2.5,-7,-3,50*[5 µM],-17,1.0,-15
C/C(CCc1ccccc1)=N/NC(=O)C(=O)NC(C)c1ccccc1 (centres undefined),-30,-0.4,-0.7,3,-15,6,-16,-0.2,-14
COC(=O)c1cc(C#N)c(Oc2ccccc2)nc1C,2[20 µM],0.49,-2.3,1,.,.,.,-0.5,.
Cc1ccc(NCc2nnc(SCC(=O)Nc3ccccc3)n2CC2CCCO2)c(C)c1 (centres undefined),-1,0.011,-0.3,6,-1,22,4,-0.3,-9
CC(=O)c1ccc(NC(=O)C(C)OC(=O)c2ccc(NS(=O)(=O)c3ccc(F)c(F)c3)cc2)cc1 (centres undefined),-8,-0.73,3.1,-8,-5,11,4,1.4,-53
O=C(Nn1c(-c2ccncc2)nc2ccccc2c1=O)c1ccccc1Br,-18,1.1,0.1,-6,-5,-4,4,-0.3,-22
CCOC(=O)C1CCCN(CC(=O)c2c[nH]c3ccc(C)cc23)C1 (centres undefined),-15,.,1.0,-9,4,-1,-11,0.9,-8
COc1ccc(C(=O)NCCc2nnc(SCC(=O)Nc3ccccc3C(C)C)n2C)cc1,2[20 µM],.,-0.7,-5,-2,-15,-19,0.7,-19
COC(=O)CCc1sc(Nc2ccc(Br)cc2)nc1-c1ccc(OC)cc1,-11,1.1,-0.7,2,-3,-1,0,0.1,14
Cc1ccc(NC(=O)CCS(=O)(=O)c2ccccc2)cc1S(=O)(=O)N1CCOCC1,-17,-1.7,0.2,2,.,-1,-15,0.5,-7
Cc1ccc2oc(-c3ccco3)nc2c1,-3,.,0.5,-2,-8,-2,11,0.0,-49
CCOCCCNS(=O)(=O)c1ccc2c(c1)CCN2C(C)=O,-21[20 µM],0.5,0.1,5,0,16,-5,0.8,-15
O=C(Nc1ccc(N2CCOCC2)cc1)c1ccc([N+](=O)[O-])cc1,-19,0.068,0.0,-9,-3,4,-13,0.9,12
CCOC(=O)C1(CC2CCCCO2)CCN(C(=O)Nc2ccccc2)CC1 (centres undefined),-21,-0.73,0.2,2,0,-6,-7,0.5,18
C=CCNC(=O)C(=O)NN=C1CCN(C)CC1,-15[20 µM],.,1.3,-1,4,-10,-21,-0.2,16
Cc1ccc(S(=O)(=O)/C(C#N)=C/c2c(Oc3ccc(Cl)cc3)nc3c(C)cccn3c2=O)cc1,-18,0.45,0.7,-11,7,20,-23,0.9,-38
CCCCCCCCC(=O)Nc1cc(C)ccc1OC,-19[20 µM],-0.67,-1.2,3,-1,18,-11,0.0,25
COC(=O)c1ccc(Nc2nnc(-c3ccc(C)c(S(=O)(=O)NCC4CCCO4)c3)c3ccccc23)cc1 (centres undefined),-21,-0.44,0.0,-28,1,14,-3,1.0,-130

# Looked up above.
# CCCCCCCCC(=O)Nc1cc(C)ccc1OC in PPC-1+TRAIL kill: 18
# CCOC(=O)C1(CC2CCCCO2)CCN(C(=O)Nc2ccccc2)CC1 (centres undefined) in PPC-1+TRAIL kill: -6
# Cc1ccc2oc(-c3ccco3)nc2c1 in PPC-1+TRAIL kill: -2
# O=C(Nc1ccc(N2CCOCC2)cc1)c1ccc([N+](=O)[O-])cc1 in TRPML3 agonist: 0.9

# Next part
SMILES,Furin inh,Cl transport mod,TRPN1 ag,TbHK1 inh,thrombin 1536,PPC-1+TRAIL kill,EBV gp42 block,TRPML3 agonist,Calpain2 inh
c1ccc(CSc2ccc3nnc(-c4ccccn4)n3n2)cc1,-5,-1.3,-1.6,-8,2,11,-3,-1.1,18
CCN(CC)c1nc(C#N)cc(-c2ccc(OC)cc2)n1,-18,0.86,0.0,0,0,12,-17,0.8,15
Cc1ccnc2nc(C(=O)NCCc3ccc(F)cc3)nn12,-12[20 µM],0.69,0.7,-1,-6,36,-6,1.0,-18
CC(C)c1cc(C(=O)O)c2ccccc2n1,-30,1,1.5,-8,3,13,-3,1.0,-18
COC(=O)c1ccc(N2C(=O)CC(N3CCN(C(=O)c4ccco4)CC3)C2=O)cc1 (centres undefined),-26,0.66,-0.6,0,-3,26,19,0.6,14
O=C(Nc1ccc2nc(-c3cccs3)[nH]c2c1)c1cccs1,-12[20 µM],.,0.3,-42,25,41,-16,0.4,-34
O=C(CCCn1c(=O)c2ccccc2n(CC(=O)N2CCN(c3ccccc3)CC2)c1=O)NCc1ccco1,-17,-0.58,-1.4,-4,-9,0,-4,1.2,-15
O=[N+]([O-])c1ccc(/C=C2\CCC(C3=CCCC3)=C2N2CCOCC2)cc1,-16,0.24,0.0,-4,-2,20,-25,1.2,8
COc1cc(OC)c(OC)cc1CN1CCN(c2ccccc2OC)CC1,-35[20 µM],-0.19,-0.6,2,-2,6,3,1.0,13
Cc1ccc(S(=O)(=O)NNC(=O)C2CC=CCC2C(=O)O)cc1 (centres undefined),-19,.,2.8,-2,-4,5,1,1.2,-22
COc1ccccc1N1CCN(C(=O)CCCC2=NS(=O)(=O)c3ccccc3N2)CC1,-20,-0.4,-0.3,-3,1,14,-21,0.2,-14
O=C(NC1CCSC1)c1cccc(Cl)c1 (centres undefined),4,-0.5,-0.5,-7,-1,17,-6,-1.2,-2
COc1cccc(-c2csc(N3CCN(CC(=O)Nc4ccc5c(c4)OCO5)CC3)n2)c1,-11[20 µM],-0.011,-1.1,0,-5,14,-4,0.2,9
O=C(COc1ccc(S(=O)(=O)N2CCCC2)cc1Cl)NCc1ccco1,-11[20 µM],0.005,-0.6,1,-3,18,-15,0.1,-10
Cc1ccc(NC(=O)NCc2ccc3c(c2)OCO3)c(C)c1,-26,-0.038,0.1,-11,-13,-1,1,-0.2,-14

# Some of the entries so far, with two lines to a compound:
# Value order: Furin inh | Cl transport mod | TRPN1 ag | TbHK1 inh | thrombin 1536 | PPC-1+TRAIL kill | EBV gp42 block | TRPML3 agonist | Calpain2 inh
CCN(CC)c1nc(C#N)cc(-c2ccc(OC)cc2)n1
→ -18 | 0.86 | 0.0 | 0 | 0 | 12 | -17 | 0.8 | 15
O=C(CCCn1c(=O)c2ccccc2n(CC(=O)N2CCN(c3ccccc3)CC2)c1=O)NCc1ccco1
→ -17 | -0.58 | -1.4 | -4 | -9 | 0 | -4 | 1.2 | -15
